# Screening results (PubChem)
# LDHA block: LDHA (human) enzyme inhibition | P00338 | purified LDHA, NADH/diaphorase-resazurin fluorescence; active compounds read low | activity change, % (values are at about 110 or 230 µM) | 480,000 tested, 0.15% active | AID 1347041; in the data active = activity change below about -30%; inconclusive = mostly about -25% to -30%;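 note: plate controls were DMSO wells for no effect and wells without enzyme for full effect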
#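 Remaining NADH was detected by diaphorase (0.133 mg/mL) converting 37 µM resazurin to fluorescent resorufin, read at 0 and 20 minutes. The preceding 5-minute room-temperature reaction used 2 nM LDHA, 0.2 mM sodium pyruvate and 0.06 mM NADH at pH 7.4.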
# Vif-A3G inh: inhibitors of Vif-APOBEC3G interaction; Q9HC16; HeLa A3G-eYFP + Vif (tagged APOBEC3G with the HIV-1 protein that degrades it), YFP fluorescence, overnight; Potency, µM (titrated, usually from 46.1 µM), without a hit: top-dose activity, negative = active, hits mostly inhibitors; 410,000 tested, 0.076% active;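 note: potency is the fitted concentration of half-maximal effect; % is set by controls: 0 for no effect and ±100 for the full control effect; nearly all actives have a fitted effect of over 60% in size; hits raise eYFP signal because A3G escapes Vif-driven loss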
# Target sequence (Q9HC16 whole entry, looked up): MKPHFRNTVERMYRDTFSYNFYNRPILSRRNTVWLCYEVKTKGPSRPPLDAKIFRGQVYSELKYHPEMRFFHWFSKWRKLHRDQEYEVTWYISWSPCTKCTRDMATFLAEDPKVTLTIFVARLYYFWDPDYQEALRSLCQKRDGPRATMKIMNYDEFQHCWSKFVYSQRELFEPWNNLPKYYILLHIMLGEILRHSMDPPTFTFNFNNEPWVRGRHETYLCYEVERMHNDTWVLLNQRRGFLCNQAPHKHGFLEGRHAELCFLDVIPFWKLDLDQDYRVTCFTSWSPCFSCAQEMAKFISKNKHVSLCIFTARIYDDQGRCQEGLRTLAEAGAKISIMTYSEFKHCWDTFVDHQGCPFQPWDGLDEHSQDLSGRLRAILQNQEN
#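 HeLa cells stably expressing Vif and C-terminally eYFP-tagged A3G, seeded overnight at 37 deg C, then exposed to compound by pintool overnight at 37 deg C. Rise in yellow fluorescence (Ex 488/Em 500-530, Acumen) marks blocked Vif-driven A3G degradation.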
# D2 PAM: positive allosteric modulators of human D2 dopamine receptor | P14416 | HEK293 T-REx D2, calcium flux, EC20 dopamine potentiation | potentiation, % at 10 µM | 340,000 tested, 0.34% active;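 active = potentiation over 3 SD above the plate norm, cut at about 30% in these data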; note: 0% is about no effect
# Target sequence (P14416 whole entry, looked up): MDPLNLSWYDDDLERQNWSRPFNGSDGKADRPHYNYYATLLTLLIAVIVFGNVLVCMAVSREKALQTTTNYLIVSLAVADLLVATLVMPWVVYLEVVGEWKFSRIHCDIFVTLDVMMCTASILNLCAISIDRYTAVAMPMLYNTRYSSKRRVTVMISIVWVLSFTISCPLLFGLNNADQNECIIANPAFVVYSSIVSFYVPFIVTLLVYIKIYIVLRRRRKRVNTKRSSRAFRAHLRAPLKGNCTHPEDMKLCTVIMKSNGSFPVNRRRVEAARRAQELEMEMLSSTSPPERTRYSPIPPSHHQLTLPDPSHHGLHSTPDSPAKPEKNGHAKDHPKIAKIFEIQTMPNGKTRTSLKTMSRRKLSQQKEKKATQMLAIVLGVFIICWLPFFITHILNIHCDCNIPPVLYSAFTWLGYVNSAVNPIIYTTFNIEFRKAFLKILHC
#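 Cells plated with tetracycline inducer and held overnight at 30 C; calcium dye loaded 30–90 min at room temperature; baseline taken, compound added and read 180 s; EC20 dopamine then added and read 180 s.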
# D1 antagonist: antagonists of human D1 dopamine receptor; P21728; HEK293 TREx D1 cells, calcium flux, dopamine EC80; active compounds read low; activity change, negative = inhibition, % at 10 µM; 360,000 tested, 3.2% active; in the data active = activity change below about -30%; note: % is set by controls: 0 for no effect and ±100 for the full control effect
#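 Kinetic fluorescence of a calcium dye serves as the read-out. D1-expressing Hek293 Trex cells, induced overnight at 30 C, are exposed to compound for 180 s before an EC80 dopamine addition, then read 180 s further.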
# D1 agonist: human D1 receptor agonism; P21728; HEK293 T-REx D1 cells, calcium flux, agonist mode; activation, % at 2 µM; 360,000 tested, 1% active; in the data active = activation above about 30%; note: 0% is about no effect
#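 Tetracycline-induced HEK293 TREx D1 cells, force-coupled to calcium signalling, were dye-loaded with a no-wash calcium kit. Compound was pin-added after a 10 s baseline. Fluorescence was read kinetically at 1 cycle/s for 180 s, with calcium rises flagged as agonism.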
# Vif-APOBEC3F blk: Vif-A3F binding inhibition; HeLa A3F-eYFP + Vif (tagged APOBEC3F with the HIV-1 protein that degrades it), YFP fluorescence increase; Potency, µM (series often up to 46.1 µM), without a hit: at the highest dose activity, negative = active; 390,000 tested, 0.2% active; AID 602313; note: potency is the fitted concentration of half-maximal effect; % of control where 0% means no effect; nearly all actives have a fitted effect of over 65% in size
#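 Fluorescence increase (Ex 488/Em 500-530) after overnight compound treatment at 37 deg C flags inhibition of Vif-driven A3F-eYFP loss in stable HeLa A3F-eYFP/Vif cells seeded overnight beforehand.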
# D1 potentiator: enhances dopamine response at the human D1 receptor. P21728. HEK293 TREx D1 cells, calcium flux, dopamine EC20 potentiation. potentiation, % at 10 µM. 360,000 tested, 0.036% active. AID 504651; in the data active = potentiation above about 30%; note: 0% is about no effect
# RXFP1 agonist: RXFP1 (human) receptor agonism | HEK293T-RXFP1 cAMP TR-FRET, 30 min; response scale: percent of porcine relaxin response, buffer zero | Potency, µM (highest dose often 57.5 µM), inactives show at the highest dose activation, actives largely listed as activators | 370,000 tested, 0.3% active; note: potency is the fitted concentration of half-maximal effect; % is set by controls: 0 for no effect and ±100 for the full control effect; nearly all actives have a fitted effect of over 60% in size; many of its hits are not listed in these tables
#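 cAMP rise read by TR-FRET after 30 min, 37C compound exposure (up to 58 uM) in RXFP1-transfected HEK293 cells with Ro 20174 present. EC50 from Hill-equation fits, with 29 nM porcine relaxin as 100% and buffer as basal.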
# GRP78 ERSR act: induces the endoplasmic reticulum stress response in human glioma cells; U87-MG GRP78 promoter luciferase reporter, 16 h; 420,000 tested, 0.02% active; Potency, µM, for the others: at the highest dose activation, hits mostly activators; note: potency is the fitted concentration of half-maximal effect; series mostly up to about 76 µM; % of control where 0% means no effect; nearly all actives have a fitted effect of over 35% in size
#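 Stably transfected U87-MG glioma cells carrying a GRP78-based luciferase sensor; 16 h compound incubation. Luminescence end-point read 10 min after Bright-Glo addition at room temperature.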
# * hit, by the source's call; ? = inconclusive; / = not tested or not shown; & = joins results of further samples. Unless noted, calls come from the whole dose curve; as a rule, active = well fitted curve in the direction sought with a large enough effect; inconclusive = small, poorly fitted or top-dose-only effect, or another doubt; inactive = no such curve, though single readings can be large; an effect the other way counts as inactive or inconclusive. A portion of the library, so the mix of outcomes need not match the whole.
SMILES,LDHA block,Vif-A3G inh,D2 PAM,D1 antagonist,D1 agonist,Vif-APOBEC3F blk,D1 potentiator,RXFP1 agonist,GRP78 ERSR act
CCc1ccc(CNC(=O)CN2C(=O)c3cccnc3Oc3ccc(Cl)cc32)cc1,-33*,-18%,/,-4,-1,?,-2,-1.9%,-5%
CCOc1ccc(CNC(=O)c2ccc3c(Cl)c4c(nc3c2)CCCC4)cc1,-10,4%,6,3,4,1%,4,0.7%,1%
COc1cc2c(cc1OC)-c1cc(Nc3ccc(C)cc3)nc(=O)n1CC2,-7,-7%,4,-3,1,0%,-6,2.6%,-3%
COc1cc(C2c3c(-c4ccc(C)cc4)n[nH]c3C(=O)N2c2ccc(F)cc2)ccc1O (stereo not given),-9,-14%,21,18,3,-4%,0,1.2%,-10%
Cc1ccc(C(=O)C2=C(O)C(=O)N(c3ncccn3)C2c2ccc(Br)cc2)o1 (stereo not given),-1,2%,1,0,2,20%,0,?,-8%
O=C(Nc1ccccc1)c1cccc(S(=O)(=O)Nc2cccc(F)c2)c1,-2,-8%,-14,-40*,16,3%,-1,-0.8%,3%
COc1cccc(NC(=O)CN(C)C(=O)c2cc(-c3ccc(C)o3)nc3ccccc23)c1,-6,-2%,-9,1,2,4%,-10,3.7%,1%
O=C(O)C(=O)Nc1ccc(NC(=O)C(c2ccccc2)c2ccccc2)cc1,-5,-2%,4,-3,3,12%,6,-0.7%,-8%
CCN(CC)c1ccc(NC(=O)CCCCC(=O)Nc2ccc(N(CC)CC)cc2)cc1,4,-1%,/,/,/,-8%,/,/,-11%
O=C(CSc1n[nH]c(=O)n1C1CC1)Nc1ccc(F)c([N+](=O)[O-])c1,-10,1%,8,3,0,2%,-7,0.8%,-2%
CC(=O)C1=C(O)C(=O)N(c2ccc(O)cc2)C1c1ccccc1F (stereo not given),-5,-4%,6,1,2,5%,6,2.6%,-2%
Cc1ccc(/C=C/C(=O)OC(C)C(=O)Nc2ccc(Cl)cn2)o1 (stereo not given),-7,-1%,11,-8,4,1%,-2,-1.5%,-5%

# LDHA block: entries above that show a hit
Compound | LDHA block | D2 PAM | D1 antagonist | D1 agonist | D1 potentiator | RXFP1 agonist | GRP78 ERSR act
CCc1ccc(CNC(=O)CN2C(=O)c3cccnc3Oc3ccc(Cl)cc32)cc1 | -33* | / | -4 | -1 | -2 | -1.9% | -5%

# The listing picks up, repeating the 2 entries before the break.
SMILES,LDHA block,Vif-A3G inh,D2 PAM,D1 antagonist,D1 agonist,Vif-APOBEC3F blk,D1 potentiator,RXFP1 agonist,GRP78 ERSR act
CC(=O)C1=C(O)C(=O)N(c2ccc(O)cc2)C1c1ccccc1F (stereo not given),-5,-4%,6,1,2,5%,6,2.6%,-2%
Cc1ccc(/C=C/C(=O)OC(C)C(=O)Nc2ccc(Cl)cn2)o1 (stereo not given),-7,-1%,11,-8,4,1%,-2,-1.5%,-5%
COc1ccc(S(=O)(=O)Nc2cc3c4c(c2)CCC(=O)N4CCC3)cc1,-2,-1%,1,14,8,1%,-2,0.1%,-3%
O=C1C=CC(=O)C(CNc2ccc(C(=O)OCc3ccccc3)cc2)=C1,27,?,/,/,/,-22%,/,/,-4%
COc1ccc(OCC(=O)N/N=c2\oc3c(OC)cccc3cc2C(N)=O)cc1,-2,-1%,13,8,-1,?,3,0.7%,-8%
CC1=C(C(=O)N(C)C)CC(CC(=O)NC(c2ccccc2)c2ccccc2)C(=O)N1CCC1=CCCCC1 (stereo not given),0,1%,/,/,/,-1%,/,/,-3%
Cc1c(CCC(=O)N2CCC[C@H]2C(=O)O)c(=O)oc2c(C)c3oc4c(c3cc12)CCCC4,-1,2%,-13,0,1,-10%,4,12%,-9%
COc1ccc(NC(=O)C(NC(=O)Cc2cccs2)c2ccccc2)cc1 (stereo not given),-1,0%,12,4,6,-10%,-4,-3.6%,-2%
Cc1ccc(NC(=O)Cn2cc3c(n2)CCCC3)c(C)c1,-7,0%,-9,1,-1,0%,0,0.6%,-3%
COc1ccc(N2CCN(C(CNC(=O)C(=O)NCCCn3ccnc3)c3ccco3)CC2)cc1 (stereo not given),-7,-2%,/,4,1,1%,-7,-0.1%,-4%
Cc1ccc(C(=O)NCc2ccccc2)c(F)c1F,-6,3%,8,9,0,1%,5,-0.3%,5%
O=C(NC1CCCCC1)c1ccc([N+](=O)[O-])o1,-1,?,2,24,-2,11%,2,0.2%,-15%
COc1cc2c(cc1OC)CN(C(=O)c1ccccc1C(=O)O)CC2,4,0%,-9,-11,3,-6%,-3,1.0%,-4%
Cc1cccc(NC(=O)c2sc3nc(-c4ccccc4)cn3c2C)n1,-4,-7%,-13,-15,11,0%,-2,3.9%,2%
O=C(COc1cccnc1[N+](=O)[O-])Nc1ncc(Cl)cc1Cl,5,-8%,4,4,1,4%,-4,2.7%,2%
C=CCC[C@@H](Cc1ccc(F)cc1)C(=O)OC[C@@H](Cc1c[nH]c2ccccc12)NC(=O)[C@@H](CC=C)CC(=O)N[C@H](CO)Cc1ccccc1,1,0%,/,/,/,5%,/,/,-2%
O=C(O)c1ccc(OCCN2CCCC2=O)cc1,1,1%,-9,-1,4,13%,12,-1.2%,-4%
COc1cc(C(=O)OCc2cc(=O)n3ccsc3n2)cc(OC)c1OC,0,?,19,22,3,-16%,-3,2.6%,-1%
CCOC(=O)c1cc(-c2ccccc2)n(CCC(=O)NCCc2ccc(OC)c(OC)c2)c1C,3,1%,-6,-5,1,0%,-8,3.2%,2%
O=C(c1cccs1)N(C(=O)c1cccs1)c1ccccn1,2,1%,12,13,1,-2%,-8,0.0%,2%
CC(C)C(NS(=O)(=O)c1ccc2c(c1)OCCCO2)C(=O)O (stereo not given),-4,2%,-5,-1,-1,-15%,1,0.1%,-1%
CC(=O)OC(C(=O)n1nc(C)cc1C)c1ccccc1 (stereo not given),0,1%,18,-5,3,-5%,-5,1.8%,-5%
CCOc1c(Br)cc(C(N)=O)cc1OC,-5,1%,-7,-8,4,/,-1,-1.6%,-5%
COCCNC(=O)NC1(C(F)(F)F)Oc2ccc(Cl)cc2O1 (stereo not given),9,-16%,4,-16,-1,-1%,2,-2.3%,?
S=c1[nH]c2cc3ccccc3cc2[nH]1,4,-8%,5&1,-27&5,0&5,-13%,2&-2,-1.6%&8.8%,-1%
O=C(NCCCN1CCOCC1)c1cc(-c2cccs2)on1,-4,1%,13,-1,1,-15%,-2,0.1%,?
Cc1cc(C)cc(C(=O)N2CCCCC2)c1,-8,-2%,/,/,/,-16%,/,/,-2%
Cc1ccc(CCNC(=O)c2cc(S(=O)(=O)N3CCOCC3)cn2C)cc1,3,0%,11,-11,0,2%,-1,2.4%,-4%
Cc1ccc(CNC(=O)c2ccccc2NC(=O)CN2CCN(C)CC2)cc1,-6,0%,-2,1,0,0%,-3,4.6%,2%
O=C(Cc1csc(-c2ccccc2)n1)NCc1cccs1,-2,-4%,-4,12,2,2%,-2,1.3%,6%
COc1cc(N(C)C)c([N+](=O)[O-])cc1C(=O)N1CCN(Cc2ccccc2)CC1,-4,0%,6,-6,1,-5%,0,-0.3%,-2%
O=C(c1cccc(-c2ccc(O)cc2)c1)N1CCOCC1,-8,2%,-4,3,2,1%,-2,2.0%,11%
CCCOc1ccc(C2(C(=O)O)CCCC2)cc1,-6,1%,4,2,3,-7%,1,0.6%,-1%
CC(C)CC(=O)NC(NC(=S)Nc1ccccc1)C(Cl)(Cl)Cl (stereo not given),-4,-1%,-19,-17,13,1%,-2,1.6%,4%
Cc1ccc(S(=O)(=O)N2CCCCC2)cc1,-5,-3%,-7,-2,1,2%,1,0.4%,-2%
COC(=O)c1sc2ncn(CC(=O)NCCc3ccc(OC)c(OC)c3)c(=O)c2c1C,-6,4%,-1,5,4,1%,-2,25%,-3%
O=C(Nc1ccc(F)c(Cl)c1)N1CCCCCC1,-3,1%,2,-12,10,1%,-2,2.9%,-1%
O=C(COC(=O)CN1C(=O)c2ccccc2C1=O)Nc1ccccc1,-6,2%,/,/,/,-2%,/,/,-2%
COc1ccc(/C=C2\N=C(SC)NC2=O)cc1,-1,-4%,31*,6,0,-2%,0,0.5%,2%
CC1CCN(S(=O)(=O)c2ccc3[nH]cc(C(=O)NCc4ccc(F)cc4)c(=O)c3c2)CC1,0,-4%,2,5,-1,-9%,-2,?,-4%
CCCN1CCN(CCCNC(=O)c2cc3c(=O)n(CC)c4ccccc4c3s2)CC1,-2,5%,-14,4,-1,-1%,0,3.4%,-5%
Brc1cccc(Nc2nc(-c3cccnc3)cs2)c1,0,-5%,-3,-28,2,-16%,-10,0.6%,2%
CCOC(=O)c1ccc(NC(=O)CC2Nc3cc(C)c(C)cc3NC2=O)cc1 (stereo not given),-5,0%,-7,-13,17,?,-2,3.6%,-2%
COc1ccc(CNC(=O)c2ccc(NC(=O)CC3SC(N4CCCCC4)=NC3=O)cc2)cc1 (stereo not given),-6,-9%,8,-19,2,-4%,2,1.0%,-2%
O=c1c2ccccc2[nH]c(=S)n1CCN1CCc2ccccc2C1,0,-1%,-22,9,5,?,-3,0.3%,-1%
CC1(C)C2CCC1(C)C(OC(=O)c1ccccc1C(=O)O)C2 (stereo not given),-9,0%,11,-19,1,2%,-1,1.2%,-2%
Cc1ccc(NC(=S)NN2CCN(C)CC2)c(C)c1,-3,-1%,16,6,2,-3%,-2,0.8%,-1%
COc1ccc([C@H]2CC(=O)C=C(c3cc(F)ccc3F)C2)cc1OC,0,1%,17,9,-1,-3%,4,0.3%,-4%
O=[N+]([O-])c1cccc(COc2cccc(CN3CCCCC3)c2)c1,0,-1%,/,/,/,-3%,/,/,-2%
Cc1ccc(S(=O)(=O)N2CCCC2C(=O)NCc2ccccc2F)cc1 (stereo not given),-1,-5%,/,-16,0,-3%,1,0.1%,-2%
CC(C)C(=O)NCCc1c[nH]c2ccccc12,-4,1%,1,7,4,-1%,3,0.1%,-3%
